Source: PubChem BioAssay
TcdB inh: TcdB glycohydrolase inhibition; AID 652162; P18177; TcdB glycohydrolase enzymatic assay, plate reader; inhibition, % at 9.99 µM; 350,000 tested, 0.24% active; in the data active means inhibition above about 10%
Target sequence (P18177 whole entry, looked up): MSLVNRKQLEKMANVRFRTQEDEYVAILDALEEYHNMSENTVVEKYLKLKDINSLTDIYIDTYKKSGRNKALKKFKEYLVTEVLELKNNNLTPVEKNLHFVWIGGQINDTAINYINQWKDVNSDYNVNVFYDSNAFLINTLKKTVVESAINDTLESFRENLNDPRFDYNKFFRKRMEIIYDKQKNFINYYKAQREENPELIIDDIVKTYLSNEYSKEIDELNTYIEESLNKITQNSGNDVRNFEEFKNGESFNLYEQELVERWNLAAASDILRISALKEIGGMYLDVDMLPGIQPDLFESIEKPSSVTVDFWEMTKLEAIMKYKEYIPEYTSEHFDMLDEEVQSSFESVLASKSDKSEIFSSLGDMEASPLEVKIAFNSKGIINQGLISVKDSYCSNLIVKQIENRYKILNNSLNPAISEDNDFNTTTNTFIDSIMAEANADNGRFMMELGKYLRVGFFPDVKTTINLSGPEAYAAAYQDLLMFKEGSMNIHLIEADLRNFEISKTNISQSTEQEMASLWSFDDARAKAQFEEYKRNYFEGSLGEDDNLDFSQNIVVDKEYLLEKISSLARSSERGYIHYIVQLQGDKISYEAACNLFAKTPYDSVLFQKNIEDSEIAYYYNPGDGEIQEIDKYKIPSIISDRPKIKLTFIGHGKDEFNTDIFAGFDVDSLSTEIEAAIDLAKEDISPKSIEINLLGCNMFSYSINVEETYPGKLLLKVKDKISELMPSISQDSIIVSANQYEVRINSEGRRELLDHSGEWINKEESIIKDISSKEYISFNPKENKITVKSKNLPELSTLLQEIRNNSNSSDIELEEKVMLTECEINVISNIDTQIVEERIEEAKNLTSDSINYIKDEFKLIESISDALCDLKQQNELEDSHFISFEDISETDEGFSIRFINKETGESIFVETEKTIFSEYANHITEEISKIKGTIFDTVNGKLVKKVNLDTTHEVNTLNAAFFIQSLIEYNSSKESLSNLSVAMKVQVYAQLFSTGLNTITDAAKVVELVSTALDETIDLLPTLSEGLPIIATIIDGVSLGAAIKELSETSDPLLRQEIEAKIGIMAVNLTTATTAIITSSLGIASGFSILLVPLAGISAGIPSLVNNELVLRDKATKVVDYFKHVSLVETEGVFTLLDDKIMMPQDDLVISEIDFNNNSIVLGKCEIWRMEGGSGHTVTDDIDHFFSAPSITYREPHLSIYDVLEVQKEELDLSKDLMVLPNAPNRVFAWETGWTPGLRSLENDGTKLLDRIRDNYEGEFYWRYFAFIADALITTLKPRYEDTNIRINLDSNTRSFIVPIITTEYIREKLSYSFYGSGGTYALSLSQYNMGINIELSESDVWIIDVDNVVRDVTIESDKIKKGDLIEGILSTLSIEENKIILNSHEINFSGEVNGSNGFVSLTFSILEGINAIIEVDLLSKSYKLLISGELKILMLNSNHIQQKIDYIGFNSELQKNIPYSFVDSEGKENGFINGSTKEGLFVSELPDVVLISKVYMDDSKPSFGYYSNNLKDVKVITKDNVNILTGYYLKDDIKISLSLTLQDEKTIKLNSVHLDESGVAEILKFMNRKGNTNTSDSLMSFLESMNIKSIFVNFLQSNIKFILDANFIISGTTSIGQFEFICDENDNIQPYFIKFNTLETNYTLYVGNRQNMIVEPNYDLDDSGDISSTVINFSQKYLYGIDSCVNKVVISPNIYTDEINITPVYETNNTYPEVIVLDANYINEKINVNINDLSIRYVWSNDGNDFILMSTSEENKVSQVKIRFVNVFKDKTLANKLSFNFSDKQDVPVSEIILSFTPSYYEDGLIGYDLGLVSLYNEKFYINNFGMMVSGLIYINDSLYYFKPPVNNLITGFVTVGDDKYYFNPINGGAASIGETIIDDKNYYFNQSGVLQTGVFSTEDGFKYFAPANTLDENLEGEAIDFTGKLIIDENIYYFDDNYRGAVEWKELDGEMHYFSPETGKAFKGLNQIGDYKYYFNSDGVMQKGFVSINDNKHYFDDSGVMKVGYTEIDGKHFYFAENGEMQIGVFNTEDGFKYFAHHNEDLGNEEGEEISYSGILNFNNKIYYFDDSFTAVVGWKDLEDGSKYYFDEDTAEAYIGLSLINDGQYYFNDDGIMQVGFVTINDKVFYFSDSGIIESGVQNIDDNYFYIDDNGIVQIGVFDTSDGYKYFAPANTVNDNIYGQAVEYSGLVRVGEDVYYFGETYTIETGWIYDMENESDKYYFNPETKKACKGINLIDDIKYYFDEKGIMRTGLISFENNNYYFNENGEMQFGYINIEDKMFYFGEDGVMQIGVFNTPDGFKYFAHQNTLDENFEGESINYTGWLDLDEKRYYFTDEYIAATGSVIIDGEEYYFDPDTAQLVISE
Anthrax LF inh2: inhibitors of Bacillus anthracis lethal factor protease | P15917 | inhibition, % at 10 µM | multiplex microsphere protease cleavage assay, LF | 360,000 tested, 0.12% active; in the data active means inhibition above about 30%; further: plate controls were buffer without enzyme for full effect and enzyme alone for no effect
An asterisk follows results filed as active; & = joins results of further samples. These rows are one share of the data (hit frequency here may not be typical).

Below each SMILES: TcdB inh | Anthrax LF inh2
1) O=C(COc1ccc(CNC[C@H]2O[C@@H](n3ccc(=O)[nH]c3=O)[C@H](O)[C@@H]2O)cc1)Nc1nccs1
  4.6 | -7.4
2) Cc1cccc(C)c1NC(=O)C1c2ccccc2OCC(=O)N1Cc1ccccc1 (configuration not stated)
  -1.2 | -3.0
3) CC1=C(C(=O)N2CCOCC2)CC(CC(=O)NCCCN(C)C)C(=O)N1Cc1ccc(C(C)(C)C)cc1 (configuration not stated)
  2.0 | -1.5
4) CCCCC[C@H](C)N1C[C@@H](COCc2ccccc2)Oc2cc(N3CC[C@H](O)C3)ccc2S1(=O)=O
  2.5 | -7.5
5) COC(=O)c1ccc2nc(-c3ccc(OC)c(OC)c3)c(Cc3cccc(F)c3)n2c1
  -1.1 | 3.0
6) CCOC(=O)[C@]12Cc3c(cc(OC)c(OC)c3OC)[C@H]1N(Cc1ccccc1)C(=O)c1cc(OC)ccc12
  0.8 | -4.5
7) N#Cc1ccc(-c2nc3ccc(Br)cn3c2Cc2ccccc2C(F)(F)F)cc1
  0.4 | 3.0
8) CCCCCCCCN1C(=O)[C@H](CC(=O)NCCCOC)C[C@@]2(C(=O)OCC)CCCC=C12
  1.4 | -4.6
9) CCOC(=O)C1=CCN(S(=O)(=O)c2ccccc2[N+](=O)[O-])C1c1ccc(C)cc1 (configuration not stated)
  0.7 | 4.6
10) OCCOC1CCCc2oc(-c3ccccc3)c(C#CC3(O)CCCCC3)c21 (configuration not stated)
  0.5 | 4.3
11) O=C1NC[C@H](Cc2ccc(O)cc2)N(C[C@@H]2CCCN2C[C@H](Cc2ccccc2)N2C[C@H](Cc3ccc(O)cc3)N(CC3CCCCC3)C(=O)C2=O)C1=O
  0.9 | 0.8
12) Nc1[nH]c(C(=O)c2ccccc2)c(-c2ccccc2C(F)(F)F)c1C(=O)NCc1ccc(F)cc1
  -4.7 | 6.8
13) COc1ccc(Cc2c(-c3ccc(F)cc3)nc3ccc(Br)cn23)c(C)c1
  0.0 | 22.3
14) O=C1C(Sc2cccc(F)c2)=C[C@@]2(O)CC[C@@H](O)[C@]1(Sc1cccc(F)c1)[C@H]2O
  1.9 | -0.7
15) Cc1ccc(S(=O)(=O)N2C[C@H]3[C@H]4C(=O)N(C)C(=O)[C@H]4CC(=O)[C@H]3[C@@H]2c2ccccc2Cl)cc1
  1.1 | 7.1
16) CCCCC1CC2=C(C(=O)OC(C)(C)O2)C(c2ccc3ccccc3c2)O1 (configuration not stated)
  1.8 | -0.6
17) Cc1cc(C)n2c(NC3CCCC3)c(-c3cc4ccccc4o3)nc2n1
  0.7 | -1.6
18) C=CCCC(=O)N1C[C@@H](CO)[C@@H](NC)C[C@H]1c1ccccc1Br
  0.0 | -2.8
19) CSCCC(C(=O)Nc1c(C)cccc1C)N1CCN(c2ccc(C(F)(F)F)cn2)CC1 (configuration not stated)
  -0.5 | -4.0
20) CC1(c2nnnn2-c2ccc3c(c2)OCCO3)CCC(=O)N1Cc1cccnc1 (configuration not stated)
  0.9 | 2.5

Brought forward from above: four compounds, then new ones.
Below each SMILES: TcdB inh | Anthrax LF inh2
17) Cc1cc(C)n2c(NC3CCCC3)c(-c3cc4ccccc4o3)nc2n1
  0.7 | -1.6
18) C=CCCC(=O)N1C[C@@H](CO)[C@@H](NC)C[C@H]1c1ccccc1Br
  0.0 | -2.8
19) CSCCC(C(=O)Nc1c(C)cccc1C)N1CCN(c2ccc(C(F)(F)F)cn2)CC1 (configuration not stated)
  -0.5 | -4.0
20) CC1(c2nnnn2-c2ccc3c(c2)OCCO3)CCC(=O)N1Cc1cccnc1 (configuration not stated)
  0.9 | 2.5
21) O=C1NCN(c2ccccc2)C12CCN(C(c1cc3ccccc3o1)c1nnnn1Cc1ccccc1)CC2 (configuration not stated)
  1.3 | -2.3
22) O=C(c1cc(Cl)cc(Cl)c1)N1CCC(=O)N([C@H](COCc2ccccc2)Cc2ccccc2)CC1
  -0.9 | -5.3
23) C/C=C1\NC(=O)[C@H](C)NC(=O)[C@@H](NC(=O)[C@H](Cc2ccc(O)cc2)NC(=O)[C@@H](NC(=O)/C(C)=C/C)C(C)C)[C@@H](C)OC(=O)[C@H](CCCc2ccc(O)cc2)NC(=O)[C@@H](CCC(=O)OC)NC1=O
  2.0 | 5.9
24) Cn1ccc2c(-c3cccnc3)cc3c(c21)C1CCC3O1 (configuration not stated)
  3.5 | -8.1
25) O=C(/C=C/[C@H]1O[C@@H](n2ccc(=O)[nH]c2=O)[C@H](O)[C@@H]1O)N1CCN(Cc2ccc(F)cc2)CC1
  -3.9 | -3.9
26) O=C1c2ccccc2C(c2nc3ccccc3[nH]2)N1Cc1ccco1 (configuration not stated)
  0.3 | 6.7
27) COc1ccccc1C(=O)NCC[N+](C)(C)C
  0.5 | -2.7
28) CC1=C(C(=O)N2CCCCCC2)CC(CC(=O)NCc2ccco2)C(=O)N1Cc1ccccc1 (configuration not stated)
  2.3 | -4.2
29) C[C@@H]1CCCCO[C@H](CN(C)C(=O)Nc2ccc(C(F)(F)F)cc2)[C@@H](C)CN([C@H](C)CO)C(=O)c2cc(NC(=O)Nc3ccc4c(c3)OCO4)ccc2O1
  -0.2&-1.6 | -11.1
30) O=c1[nH][nH]c2c1C(c1ccc(F)cc1)OC(CCc1ccccc1)C2 (configuration not stated)
  -3.0 | 10.2
31) Cc1cc2nc(-c3cccc(Cl)c3)c(CC3CCCCC3)n2c(C)c1Br
  -1.7 | 6.1
32) O=C(/C=C/[C@H]1O[C@@H](n2ccc(=O)[nH]c2=O)[C@H](O)[C@@H]1O)NCc1ccccc1
  1.9 | 8.4
33) O=S1(=O)CC(N2CCCC2)CN1Cc1ccccc1 (configuration not stated)
  0.4 | -2.3
34) O=C(NC1CCCCC1)C1c2ccccc2OCC(=O)N1Cc1ccco1 (configuration not stated)
  -1.0 | 5.3
35) CC(=O)N1Cc2cc(C(=O)NCC(F)(F)F)nc(-c3cccc(-c4cccnc4)c3)c2[C@@H]1CCO
  -1.7&1.2 | 3.1
36) CC(C)C[C@H]1CN(CCCC[C@@H]2CNC(=O)C(=O)N2Cc2ccccc2)C(=O)C(=O)N1CCc1ccc(O)cc1
  4.6 | -4.5
37) COc1ccc(-c2nc3ccc(Cl)cn3c2Cc2ccsc2)cc1OC
  -0.8 | 22.8
38) Cc1cc(C)n2c(NC3CCCCC3)c(-c3ccccn3)nc2n1
  -1.9 | -2.2
39) COc1ccccc1Cc1c(-c2ccccc2)nc2cc(C)c(Br)c(C)n12
  0.3 | 7.3
40) O=C1NCN(c2ccccc2)C12CCN(C(c1nnnn1C1CCCCC1)C1CC1)CC2 (configuration not stated)
  1.1 | -2.7
41) Cc1ccc(S(=O)(=O)N2Cc3cc(-c4cccc(F)c4)ccc3-n3nncc3C2)cc1
  0.9 | 4.8
42) CCCCN1C(=O)C(CC(=O)NCc2ccco2)CC(C(=O)N2CCCCCC2)=C1C (configuration not stated)
  -0.8 | -1.7
43) CCOC1=C2[C@H](c3ccc(Cl)cc3)N(S(=O)(=O)c3ccc(C)cc3)C[C@H]2n2c(=O)n(-c3ccccc3)c(=O)n2C1
  0.5 | -5.4
44) CC1(c2nc3ccccc3[nH]2)CCC(=O)N1Cc1ccccn1 (configuration not stated)
  0.7 | 6.1
45) C(=C\c1ccccc1)/CN1CCN(C(c2cc3ccccc3o2)c2nnnn2C2CCCCC2)CC1 (configuration not stated)
  0.8 | 4.5
46) CC(=O)N1CCN(C(=O)c2[nH]c(C(F)(F)F)nc2-c2ccccc2)CC1
  -5.7 | -12.6
47) COC(=O)[C@@]1(Cc2ccc(F)cc2)[C@H]2c3cc(C(=O)N(C)C)n(CCN4CCOCC4)c3C[C@H]2CN1C(=O)c1ccccc1
  0.9 | -0.2
48) COc1ccccc1Cc1c(-c2ccc(Cl)cc2)nc2c(Cl)cc(C(F)(F)F)cn12
  0.0 | -3.7
49) COc1c2c(c(OC)c3ccccc13)[C@]1(OC2)O[C@H](CCO)C[C@H](O)[C@H]1O
  1.0 | -1.8
50) Cc1cccc(C)c1NC(=S)NC(=O)c1cccc(Cl)c1
  0.0 | -1.9
51) C[C@H]1CN([C@@H](C)CO)C(=O)CCCn2cc(nn2)CO[C@@H]1CN(C)C(=O)OCc1ccccc1
  -0.1&0.7 | -12.7
52) COc1ccc([C@H]2C[C@@H](O)C[C@@H](CCn3cc(-c4ccccc4)nn3)O2)cc1
  0.3 | -0.3
53) O=C(CC[C@H]1O[C@@H](n2cnc3c(NC(=O)c4ccccc4)ncnc32)[C@H](O)[C@@H]1O)N[C@@H](CO)c1ccccc1
  1.0 | 8.2
54) CCOC1CCCc2oc(-c3ccc(OC)cc3)c(C(=O)NCCCCO)c21 (configuration not stated)
  1.3 | -11.9
55) CC(=O)Nc1ccc(Nc2nccc(C)n2)cc1
  1.2 | -8.0
56) N#Cc1ccc(-c2nc3ccc(Br)cn3c2Cc2ccsc2)cc1
  0.0 | 27.9
57) O=S1(=O)CC(N2CCCCC2)CN1Cc1cn(Cc2ccccc2)nn1 (configuration not stated)
  -0.5 | -6.5
58) O=C1CCCC[C@@H](CO)[C@H](O)C[C@H](c2ccccc2)O1
  0.3 | -5.4
59) CSCCC(c1nnnn1-c1c(C)cccc1C)N1CCC(n2c(=O)[nH]c3ccccc32)CC1 (configuration not stated)
  1.7 | 6.6
60) Cc1ccc(S(=O)(=O)N2C[C@H]3C(=O)C[C@@H](c4ccccc4)N(S(=O)(=O)c4ccccc4)[C@H]3C[C@H]2c2ccccc2)cc1
  1.2 | -7.0
61) Cc1ccc(Cn2cc(CN3CC(N4CCN(Cc5cccc(C)c5)CC4)CS3(=O)=O)nn2)cc1 (configuration not stated)
  -1.0 | 0.9
62) CC1=C(C(=O)N2CCCCCC2)CC(CC(=O)NCCN2CCOCC2)C(=O)N1CCC1=CCCCC1 (configuration not stated)
  1.6 | -3.0
63) O=c1cc(O)cc2n1CCC2
  -0.3 | -1.1
64) FC(F)(F)c1ccccc1Cc1c(-c2ccc(Cl)cc2)nc2c3ccccc3ccn12
  -0.1 | -5.0
65) O=C(NCC(F)(F)F)c1[nH]c(C(F)(F)F)nc1-c1ccccc1
  3.1 | -6.4
66) O=S1(=O)CC(N2CCCCC2)CN1Cc1cn(Cc2ccc(C(F)(F)F)cc2)nn1 (configuration not stated)
  0.2 | -9.4
67) O=C1O[C@@H](c2ccccc2)C[C@@H](O)[C@H](O)CCc2ccccc21
  -0.5 | -7.2
68) NC(=O)c1c(N)[nH]c(C(=O)c2ccccc2)c1-c1ccccc1Br
  -3.3 | 3.9
69) COCCN1C(=O)c2ccccc2C1c1nnnn1-c1ccc2c(c1)OCCO2 (configuration not stated)
  2.7 | 5.5
70) COC(=O)c1ccc2nc(-c3ccccc3)c(Cc3ccccc3OC)n2c1
  -3.3 | -1.1
71) O=C(c1cccc(Cl)c1)N1CCN(c2ccc3c(c2)C2CC3CCN2C(=O)OCc2ccccc2)CC1 (configuration not stated)
  -0.1 | -8.9
72) CN1CCN(C(=O)c2ccc(NC(=O)c3ccc(Br)o3)cc2)CC1
  0.0 | 0.1
73) CC(C(=O)O)(C1CCCCC1)C1(O)CCCCC1 (configuration not stated)
  -1.0 | 1.0
74) CC(C)(C)C1CCN2CCCC(c3ccccc3)(C1)C2=O (configuration not stated)
  3.3 | -11.9
75) CSCCC(NS(=O)(=O)Cc1ccccc1)C(=O)NNc1ccccc1 (configuration not stated)
  -2.9 | -0.3
76) CC1=C(C(=O)N(C(C)C)C(C)C)CC(CC(=O)NCc2ccco2)C(=O)N1Cc1ccc(C(C)(C)C)cc1 (configuration not stated)
  2.1 | -4.0
77) O=C1NCN(c2ccccc2)C12CCN(C(c1cccs1)c1nnnn1C1CCCCC1)CC2 (configuration not stated)
  0.8 | -4.0
78) O=C1Nc2ccccc2CN2C(=O)c3cc(Cl)ccc3NC(=O)C12 (configuration not stated)
  1.8 | 0.6
79) CCCCN1C(=O)C(CC(=O)NCc2cccs2)CC(C(=O)N2CCCCCC2)=C1C (configuration not stated)
  0.8 | 12.7
80) CCOC(=O)[C@]12Cc3ccccc3[C@H]1N(C1CCCCC1)C(=O)c1cc(OC)ccc12
  1.8 | -6.2

6 structures from above, sorted by SMILES length, rising.
Below each SMILES: TcdB inh | Anthrax LF inh2
73) CC(C(=O)O)(C1CCCCC1)C1(O)CCCCC1 (configuration not stated)
  -1.0 | 1.0
78) O=C1Nc2ccccc2CN2C(=O)c3cc(Cl)ccc3NC(=O)C12 (configuration not stated)
  1.8 | 0.6
72) CN1CCN(C(=O)c2ccc(NC(=O)c3ccc(Br)o3)cc2)CC1
  0.0 | 0.1
77) O=C1NCN(c2ccccc2)C12CCN(C(c1cccs1)c1nnnn1C1CCCCC1)CC2 (configuration not stated)
  0.8 | -4.0
80) CCOC(=O)[C@]12Cc3ccccc3[C@H]1N(C1CCCCC1)C(=O)c1cc(OC)ccc12
  1.8 | -6.2
62) CC1=C(C(=O)N2CCCCCC2)CC(CC(=O)NCCN2CCOCC2)C(=O)N1CCC1=CCCCC1 (configuration not stated)
  1.6 | -3.0

(further entries)
Below each SMILES: TcdB inh | Anthrax LF inh2
81) COc1cccc(CCOC(=O)c2c(-c3ccsc3)oc3c2C(OC(C)=O)CCC3)c1 (configuration not stated)
  -6.2 | -6.1
82) COc1ccc(-c2oc3c(c2C#CC(C)(C)O)C(OC)CCC3)cc1 (configuration not stated)
  1.7 | 4.6
83) COCC(=O)N1C[C@H]2CON(C)[C@H]2C[C@H]1c1ccc(N2CCCCC2)cc1
  -0.1 | -0.8
84) CCOC1=C2[C@@H](CN(S(=O)(=O)c3ccc(C)cc3)[C@H]2c2ccccc2F)[C@H]2C(=O)N(c3ccccc3)C(=O)[C@H]2C1
  2.0 | -3.0
85) COc1ccc(NC(=O)C2c3ccccc3OCC(=O)N2Cc2cccnc2)cc1 (configuration not stated)
  1.6 | -2.8
86) CN(C)c1ccc(CNC(=O)/C=C/[C@H]2O[C@@H](n3cnc4c(NC(=O)c5ccccc5)ncnc43)[C@H](O)[C@@H]2O)cc1
  0.0 | -16.3
